CXCR6 block = CXCR6 receptor inhibitors, primary screen, cell-based, beta-arrestin, luminescence, CHO-K1 PathHunter, 1536-well | C-X-C chemokine receptor type 6 (Homo sapiens), O00574 | inhibition, % at 20 µM | actives 0.36% (n = 360,000) | AID 602244, 2012; in the data active means inhibition above about 34%, passing the limit was not always enough;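 further: antagonist mode with CXCL16 agonist at 10 nM final; 0% = 10 nM CXCL16 with DMSO and 100% = unstimulated wells without agonist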
APJ agonist = agonists of human apelin receptor APJ, primary screen, CHO-K1 cells, PathHunter beta-arrestin, luminescence; activation, % at 20 µM; P35414; 0% DMSO wells, 100% apelin; actives 0.11% (n = 330,000);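 active means activation more than six SD over the plate average, tested at 20 µM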;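 further: 0% = DMSO alone and 100% = apelin-13 at 10 nM; some results filed as inactive read as strong as hits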
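Assay system: CHO-K1 cells stably expressing ProLink-tagged human APJ and arrestin–beta-gal acceptor. Compound dosing: 20 µM single point, 1% DMSO. Times: 16-18 h seeding, 90 min dark compound exposure, 60 min detection. Detection: beta-gal luminescence. Evaluation: APJ–arrestin association signal. Controls: negative DMSO alone, positive Apelin-13 at 10 nM.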
APJ antag = antagonists of human apelin receptor APJ, primary screen, CHO-K1 cells, beta-arrestin complementation, luminescence; inhibition, % at 20 µM; actives 0.32% (n = 330,000); AID 2521, 2010;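 active means inhibition above about 40% at 20 µM, limit read from the data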;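 further: cells challenged with 10 nM apelin-13 agonist together with compound; plate controls were apelin-13 plus DMSO wells for no effect and DMSO wells lacking apelin-13 for full effect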
EBI2 block = EBI2 receptor antagonists, beta-arrestin recruitment, primary screen, cell-based, luminescence, 7a,25-OHC stimulation, uHTS; G-protein coupled receptor 183 (Homo sapiens), P32249; 7a,25-OHC stimulated; inhibition, % at 5 µM; actives 0.81% (n = 360,000); AID 651636, 2012; in the data active means inhibition above about 38%;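 further: enzyme fragment complementation signal reports receptor beta-arrestin coupling in cells; 0% = agonist plus DMSO wells and 100% = wells without agonist; some results beyond the cut were filed as inactive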
Target sequence (P32249 whole entry, looked up, the tested form may be a part): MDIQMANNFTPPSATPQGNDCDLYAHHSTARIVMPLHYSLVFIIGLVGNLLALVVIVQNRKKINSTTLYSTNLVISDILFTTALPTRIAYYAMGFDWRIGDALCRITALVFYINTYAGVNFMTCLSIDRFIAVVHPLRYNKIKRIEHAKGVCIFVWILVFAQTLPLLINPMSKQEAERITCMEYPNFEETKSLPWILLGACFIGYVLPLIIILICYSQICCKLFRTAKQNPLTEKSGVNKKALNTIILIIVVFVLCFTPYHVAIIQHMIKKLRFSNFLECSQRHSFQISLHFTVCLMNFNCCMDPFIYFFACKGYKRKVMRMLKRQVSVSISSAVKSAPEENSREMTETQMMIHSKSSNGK
UBC13 polyUb = UBC13 polyubiquitin chain formation inhibitors, primary screen, biochemical, TR-FRET, uHTS | inhibition, % at 20 µM | Ubiquitin-conjugating enzyme E2 N (Homo sapiens), P61088 | actives 0.47% (n = 330,000); in the data active means inhibition above about 45%, passing the limit was not always enough
Target sequence (P61088 whole entry, looked up): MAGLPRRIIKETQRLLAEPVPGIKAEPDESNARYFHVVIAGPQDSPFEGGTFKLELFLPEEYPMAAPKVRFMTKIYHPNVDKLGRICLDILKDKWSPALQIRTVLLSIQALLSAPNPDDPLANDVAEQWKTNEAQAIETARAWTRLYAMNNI
ATG4B inh = ATG4B protease inhibitors, primary screen, biochemical, fluorescence, uHTS; Cysteine protease ATG4B (Homo sapiens), Q9Y4P1; ATG4B cleavage of LC3-PLA2, NBD-HPC fluorescence, 1 h; inhibition, % at 8.33 µM; actives 0.51% (n = 340,000); in the data active means inhibition above about 40%
Gli-Sufu block = Gli-Sufu pathway antagonists, primary screen, luciferase luminescence, Sufu-KO-LIGHT cells, uHTS; Sufu-KO-LIGHT fibroblasts, Gli luciferase reporter luminescence; inhibition, % at 5 µM; actives 0.74% (n = 340,000);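 active means inhibition above about 55%, limit read from the data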;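 further: 0% = DMSO-treated cells and 100% = wells with medium but no cells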
CCR6 antag = CCR6 receptor antagonists, primary screen, cell-based, CHO-K1, luminescence, beta-arrestin, uHTS | C-C chemokine receptor type 6 (Homo sapiens), P51684 | CHO-K1 CCR6 PathHunter beta-arrestin, CCL20-stimulated | inhibition, % at 20 µM | actives 0.49% (n = 340,000);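 active means compounds whose inhibition of the agonist-driven luminescence signal at 20 µM reaches about 50%, limit read from the data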;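 further: cells stimulated with CCL20 at 14 nM final; plate controls were DMSO with CCL20 for no effect and DMSO without agonist for full effect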
Target sequence (P51684 whole entry, looked up): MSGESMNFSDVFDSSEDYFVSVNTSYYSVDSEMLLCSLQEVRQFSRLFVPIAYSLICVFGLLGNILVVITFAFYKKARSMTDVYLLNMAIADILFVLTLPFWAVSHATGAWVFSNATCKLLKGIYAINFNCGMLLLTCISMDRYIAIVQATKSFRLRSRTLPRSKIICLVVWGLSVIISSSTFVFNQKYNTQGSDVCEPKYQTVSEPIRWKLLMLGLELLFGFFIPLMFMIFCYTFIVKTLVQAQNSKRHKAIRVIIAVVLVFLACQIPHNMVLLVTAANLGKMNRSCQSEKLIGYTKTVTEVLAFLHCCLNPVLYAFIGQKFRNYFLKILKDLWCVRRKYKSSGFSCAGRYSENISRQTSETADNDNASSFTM
The depositor's hits bear a star; i = inactive; · = no result given.

1: O=C(O)c1nn(CC(=O)N2CCN(S(=O)(=O)c3ccc(Cl)cc3)CC2)c(=O)c2ccccc12
2: CC1(C)CC(=O)C=C(Nc2ccc([N+](=O)[O-])cc2)C1
3: CC(C)Oc1cccc(C(=O)Nc2ncn[nH]2)c1
4: CCOc1ccc(OCC)c(NC(=O)CNS(=O)(=O)c2cccs2)c1
5: COc1ccc(S(=O)(=O)Oc2ccc3c(c2)O/C(=C\c2cccnc2)C3=O)cc1
6: COc1cc([C@@H]2CC=C(C(=O)O)[C@H](c3cccc(Cl)c3)N2S(=O)(=O)c2ccc(C)cc2)cc(OC)c1OC

Screen / compound no.	1	2	3	4	5	6
CXCR6 block	0	2	0	-3	4	5
APJ agonist	-2	-3	1	-3	-3	-1
APJ antag	10	5	2	-1	-14	3
EBI2 block	1	-2	0	3	7	-5
UBC13 polyUb	-8	-9	-2	-14	-12	-9
ATG4B inh	-3	1	7	-12	11	-12
Gli-Sufu block	5	6	-21	2	-4	-2
CCR6 antag	13	3	13	0	15	3

7: CNc1ccc2c3c(cccc13)C(=O)N(C)C2=O
8: CC(=O)N1N=C(c2ccccc2O)CC1c1cccs1 (stereo unspecified)
9: CCOCCCNC(=O)c1ccc(OC)c(OC2CCN(C(C)C)CC2)c1
10: Oc1csc(Cc2nc(-c3ccc4ccccc4c3)cs2)n1
11: Cc1ccc(S(=O)(=O)NNC(=O)Nc2ccc(Cl)c(Cl)c2)cc1
12: O=C(COC(=O)c1cccc(S(=O)(=O)N2CCCCC2)c1)NC1CCCCC1

Screen / compound no.	7	8	9	10	11	12
CXCR6 block	0	4	-25	28	-4	11
APJ agonist	2	-4	-5	-7	-4	-2
APJ antag	4	0	5	35	16	-19
EBI2 block	2	7	-4	20	7	5
UBC13 polyUb	i	10	-7	0	-1	-1
ATG4B inh	-167	3	-2	-10	-1	3
Gli-Sufu block	1	34	3	-42	-8	·
CCR6 antag	-11	12	9	56*	8	11

13: CCc1ccccc1NC(=O)CSc1nnc(Cn2cnc3ccccc32)o1
14: O=C(Cc1ccccc1)NCC1COc2ccccc2O1 (stereo unspecified)
15: CSc1ccccc1C(=O)OCC(=O)Nc1cccnc1Cl
16: O=C(C1CCCCCC1)N1CC[C@@H](N2CCC(O)CC2)[C@H](O)C1
17: Cc1ccc(C(=O)N2CCCC(CCC(=O)N3CCN(c4ccccn4)CC3)C2)cc1C (stereo unspecified)
18: O=C(N/C(=C/c1ccc(Br)cc1)C(=O)N1CCOCC1)c1ccc(Br)o1

Screen / compound no.	13	14	15	16	17	18
CXCR6 block	0	-1	0	-8	0	-3
APJ agonist	-6	-1	-4	-2	2	7
APJ antag	6	13	10	-8	4	-7
EBI2 block	4	1	12	0	12	3
UBC13 polyUb	-2	1	4	-4	0	-2
ATG4B inh	-4	15	-9	1	17	-13
Gli-Sufu block	3	-12	8	-9	10	2
CCR6 antag	-1	2	4	10	10	15

19: COc1ccc(S(=O)(=O)N(C)C)cc1NC(=O)COC(=O)c1nn(C)c(=O)c2ccccc12
20: COc1cccc(C(=O)COC(=O)CCC(=O)NC2CCCCC2)c1
21: CCC(=O)Nc1nc2ccccc2n1CCN(C)C
22: Cc1cccc(-n2c(N)c(-c3nc4ccccc4n3C)c3nc4ccccc4nc32)c1
23: O=C(NCc1ccc2c(c1)OCO2)c1cccnc1
24: COc1ccc(-c2ccc3c(c2)c(C#Cc2ccsc2)c(-c2cc(OC)cc(OC)c2)n3C)cc1

Screen / compound no.	19	20	21	22	23	24
CXCR6 block	-7	5	1	2	-1	4
APJ agonist	0	-3	-1	-1	-2	-3
APJ antag	-18	0	8	-13	-8	5
EBI2 block	-9	-6	9	16	0	1
UBC13 polyUb	10	3	1	-4	-4	23
ATG4B inh	2	3	-6	-11	4	3
Gli-Sufu block	11	-10	-11	8	21	10
CCR6 antag	-5	-17	-17	3	9	9

Entries listed so far printed as active in CCR6 antag:
| nr | smiles | CXCR6 block | APJ antag | EBI2 block | UBC13 polyUb | ATG4B inh | CCR6 antag |
| --- | --- | --- | --- | --- | --- | --- | --- |
| 10 | Oc1csc(Cc2nc(-c3ccc4ccccc4c3)cs2)n1 | 28 | 35 | 20 | 0 | -10 | 56* |

New compounds follow
25: OC(CN1CCCC1)Cn1ccc2ccccc21 (stereo unspecified)
26: CC(C)c1ccc(NC2CCCN(C(=O)c3n[nH]c4c3CCC4)C2)cc1 (stereo unspecified)
27: Cc1onc(-c2ccccc2)c1C(=O)OCC(=O)N(C)c1c(N)n(Cc2ccccc2)c(=O)[nH]c1=O
28: CCN(CC)C(=O)c1cc2cc(Br)ccc2oc1=O
29: CCN1C(=O)/C(=C/N(C)C)c2ccccc21
30: COc1ccc(OC)c(S(=O)(=O)NCC(=O)NC2CCCCCC2)c1

Screen / compound no.	25	26	27	28	29	30
CXCR6 block	11	3	-1	-2	6	2
APJ agonist	-1	-1	7	-2	0	-2
APJ antag	13	26	9	-24	-3	1
EBI2 block	-13	0	-6	-17	-7	-11
UBC13 polyUb	10	4	2	13	-12	3
ATG4B inh	1	55*	6	-1	3	-6
Gli-Sufu block	5	3	-3	-5	12	6
CCR6 antag	-2	-4	5	9	2	5

31: Nc1cc(C(=O)O)c(Oc2ccc(Cl)cc2Cl)cc1C(=O)O
32: O=C(COC(=O)/C=C/c1ccccc1[N+](=O)[O-])NC(=O)NC1CCCC1
33: CC(C)(C)c1ccc(NC(=O)C2=CN3CCS(=O)(=O)N=C3C=C2)cc1
34: O=C(N/N=C\C=C\c1ccc(Br)cc1)c1ccc2c(c1)OCO2
35: COc1cc([N+](=O)[O-])ccc1N1C(=O)CC(Sc2nccc(C)n2)C1=O (stereo unspecified)
36: O=C(O)CCCCOn1ccnc1

Screen / compound no.	31	32	33	34	35	36
CXCR6 block	0	0	2	-6	-4	8
APJ agonist	3	3	-4	-1	4	-1
APJ antag	4	12	-5	12	-4	12
EBI2 block	2	-7	-3	-10	1	-5
UBC13 polyUb	10	-3	4	-1	-2	9
ATG4B inh	1	-2	4	3	4	-4
Gli-Sufu block	-3	-1	7	-18	2	-10
CCR6 antag	11	10	3	-12	1	-9

37: CC1CC(C)CN(C(=O)COC(=O)c2c[nH]c3ccccc23)C1 (stereo unspecified)
38: Nc1nonc1C(=O)N/N=C/c1cc(Br)ccc1O
39: CCCCc1ccc(CC(=O)O)cc1
40: CN(C)/C=N/c1sc2c(c1C#N)CCCCC2
41: O=C(O)c1ccc(-c2ccccn2)s1
42: CC(=O)Oc1ccc(N(C(C)=O)S(=O)(=O)c2ccc3ccccc3c2)cc1

Screen / compound no.	37	38	39	40	41	42
CXCR6 block	-4	·	-1	-10	-5	-6
APJ agonist	-4	-1	7	-1	0	3
APJ antag	1	-34	-17	-3	-7	0
EBI2 block	4	·	-1	6	-13	-11
UBC13 polyUb	0	-46	8	-13	-4	2
ATG4B inh	2	-2	-21	4	-7	-4
Gli-Sufu block	3	51	-1	-30	-10	13
CCR6 antag	13	-36	1	14	-3	-11

43: C1=CC2c3ccccc3NC(c3ccncc3)C2C1 (stereo unspecified)
44: O=C(NCC(=O)N1CCCC1)c1ccc(Br)o1
45: COC(=O)c1ccccc1NC(=O)N1CCN(c2ccc(OC)cc2)CC1
46: COc1ccc(C2Nc3ccccc3C(=O)N2Cc2ccco2)cc1COc1ccc(NC(C)=O)cc1 (stereo unspecified)
47: COc1ccc(NS(=O)(=O)c2cc(NC(=O)Cc3cccs3)ccc2C)cc1
48: Cc1ccccc1N/C(SCc1ccc(Cl)cc1)=C(/C#N)C(=O)NCc1ccco1

Screen / compound no.	43	44	45	46	47	48
CXCR6 block	-4	-1	-7	6	-4	10
APJ agonist	2	4	-2	0	1	-2
APJ antag	-15	2	-1	-4	7	1
EBI2 block	-1	0	-10	1	1	18
UBC13 polyUb	-20	-4	-6	19	-8	-1
ATG4B inh	-10	-3	-1	-1	-4	4
Gli-Sufu block	10	22	-7	1	1	11
CCR6 antag	-7	5	8	4	-4	25

49: Cc1ccc(COC(=O)CCN=C2NS(=O)(=O)c3ccccc32)cc1
50: Clc1ccc(SCCCCn2cncn2)cc1
51: Cc1cccc(NS(=O)(=O)c2cc(C(=O)OC(C)C(=O)NCc3ccc4c(c3)OCO4)ccc2C)c1 (stereo unspecified)
52: CCOC(=O)N1CCC(NC(=O)Cn2cc3c(n2)CCC(C)C3)CC1 (stereo unspecified)
53: COCCNc1nnc(SCC(=O)Nc2cc(-c3ccccc3)nn2-c2ccccc2)s1
54: CCOC(=O)c1ccc(S(=O)(=O)Nc2cc(C(=O)O)ccc2Cl)cc1

Screen / compound no.	49	50	51	52	53	54
CXCR6 block	-1	-7	12	10	-8	-8
APJ agonist	1	-19	-3	-2	3	1
APJ antag	11	-2	8	0	-10	2
EBI2 block	4	-10	13	-4	2	-7
UBC13 polyUb	6	-8	4	10	17	2
ATG4B inh	0	-3	-11	-8	-2	-5
Gli-Sufu block	-9	-25	6	-4	4	-4
CCR6 antag	3	0	33	-3	17	5

55: COc1ccc(C)cc1-n1nnnc1SCC(=O)c1cc(C)n(Cc2ccco2)c1C
56: Cc1cc(C)nc(SCc2csc(-c3ccccc3)n2)n1
57: CC(=O)C1CCCN(C(=O)c2ccc3nc(Cc4cccc(Cl)c4)oc3c2)C1 (stereo unspecified)
58: O=[N+]([O-])c1ccc(OCC(O)CNCCNc2nccc(C(F)(F)F)n2)cc1 (stereo unspecified)
59: Cc1ccc(C(C)C)c(OCC(=O)Nc2ccccc2N2CCN(C)CC2)c1
60: CCOC(=O)N1CCN(C(=O)CCC(=O)N2CCOc3ccc(C)cc32)CC1

Screen / compound no.	55	56	57	58	59	60
CXCR6 block	2	-2	-3	-5	-4	4
APJ agonist	3	-2	3	0	5	-2
APJ antag	-33	2	-1	7	-2	4
EBI2 block	1	7	4	-1	-2	-11
UBC13 polyUb	1	0	-4	2	6	4
ATG4B inh	-5	3	4	-15	54*	0
Gli-Sufu block	·	-98	3	5	9	4
CCR6 antag	15	6	6	6	-2	9

61: O=C(O)CCC(=O)NNC(=O)COc1ccc(Cl)cc1Cl
62: Fc1ccccc1CN1CCCN(C(=S)Nc2cccc(Cl)c2)C1
63: CCCc1nc2ccc(NC(=O)c3cccs3)cc2c(=O)n1Cc1ccc(Cl)cc1
64: CCOC(=O)c1cnc2c(cnn2C)c1NCCC(O)C(F)(F)F (stereo unspecified)

Screen / compound no.	61	62	63	64
CXCR6 block	0	4	2	4
APJ agonist	-1	0	-2	0
APJ antag	9	5	6	48*
EBI2 block	-11	-4	43*	-6
UBC13 polyUb	-6	-3	-7	-4
ATG4B inh	-1	-4	-1	1
Gli-Sufu block	-6	2	-11	2
CCR6 antag	7	11	-9	9

By substructure: the compounds so far containing fluorine.
58: O=[N+]([O-])c1ccc(OCC(O)CNCCNc2nccc(C(F)(F)F)n2)cc1 (stereo unspecified)
62: Fc1ccccc1CN1CCCN(C(=S)Nc2cccc(Cl)c2)C1
64: CCOC(=O)c1cnc2c(cnn2C)c1NCCC(O)C(F)(F)F (stereo unspecified)

Screen / compound no.	58	62	64
CXCR6 block	-5	4	4
APJ agonist	0	0	0
APJ antag	7	5	48*
EBI2 block	-1	-4	-6
UBC13 polyUb	2	-3	-4
ATG4B inh	-15	-4	1
Gli-Sufu block	5	2	2
CCR6 antag	6	11	9

Screening results from PubChem BioAssay.
